INS-1E GSIS act = GLuc luminescence reporter in INS-1E cells, primary screen for activators of glucose-dependent secretion of insulin | AID 743287, 2014 | activation, % at 16.6 µM | actives 0.61% (n = 370,000) | INS-1E GLuc reporter insulin secretion, 2-3 h;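 active = lowest replicate activation of at least 40%, so every replicate reaches that level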;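 note: 0% = median of neutral control wells and 100% = median of IBMX positive control wells; some compounds called inactive have numbers as strong as hits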
PglD DTNB = C. jejuni PglD acetyltransferase inhibitors, primary screen, biochemical, DTNB colorimetric, single point | UDP-N-acetylbacillosamine N-acetyltransferase PglD (Campylobacter jejuni) | purified PglD enzyme, DTNB colorimetric CoA detection | inhibition, % at 12.5 µM | actives 0.098% (n = 360,000); in the data active = inhibition above about 16%, passing the limit was not always enough; note: strong numbers were not always called active
LGR2 inh = inhibitors of bursicon-induced LGR2 CRE-luciferase signal, primary screen, cell-based, HEK293, CRE-luciferase reporter, bursicon stimulation; bursicon-stimulated, 4 h; inhibition, % at 9.99 µM; actives 0.35% (n = 380,000); AID 720647, 2013;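 active = drop in luminescence signal, shown as inhibition above about 50% in the replicate tests, limit read from the data, passing the limit was not always enough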;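 note: agonist challenge used bursicon conditioned medium at about half maximal strength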
PAX8 reporter = inhibitors of PAX8-driven TPO luciferase reporter, primary screen, RMG-I cells, single concentration | inhibition, % at 12.6 µM | SteadyGlo, 24 h | actives 1.2% (n = 360,000) | AID 652154, 2013;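 active = mean replicate inhibition at least 60% with every replicate also reaching 60%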;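 note: luciferase light reporting Pax8 driven TPO promoter activity; plate controls were median of neutral control wells for no effect and mitoxantrone controls for full effect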
Statin myotox sup = suppressors of statin myotoxicity in C2C12 myotubes, primary screen, cell-based, single point, plate reader. rescue of ATP level, % at 7.49 µM. actives 0.78% (n = 330,000). AID 602340, 2012. C2C12 myotubes + simvastatin, ATP luminescence, 48 h; scaled: DMSO 0, geranylgeraniol control 100;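 active = mean ATP rescue above about 67%, or every replicate alone reaching that limit, limit read from the data, passing the limit was not always enough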;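 note: myotubes were challenged with 10 µM simvastatin during compound exposure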
PGC1a acetyl inh = inhibitors of PGC1a acetylation signal, primary screen, cell-based, U2OS, AlphaScreen, inhibitor mode. AlphaScreen anti-acetyl-lysine; with virally co-expressed GCN5 acetyltransferase. inhibition, % at 15.6 µM. actives 0.17% (n = 350,000);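 active = every replicate shows inhibition of at least 40%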;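 note: 0% = neutral control wells and 100% = positive control wells; some results beyond the cut were filed as inactive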
Cneo AK release = Cryptococcus neoformans cell lysis inducers, primary screen, AK release luminescence, single concentration; C. neoformans lysis, adenylate kinase release luminescence, 4 h; normalised: neutral wells 0, clomiphene wells 100; lysis activity, % at 15 µM; actives 0.2% (n = 360,000);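 active = mean lysis activity across replicates of at least 80%, whatever share of replicates individually reach that level; inactive = mean lysis activity below 80%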
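Test system: log-phase Cryptococcus neoformans yeast cells. Input: 5 × 10^6 yeast cells/mL. Medium: fresh YPD growth medium. Doses: single dose. Incubation: static 4 h at 37 °C with compound, 1 h detection. Measured by: luminescent adenylate kinase detection reagent. Read-out: signal increase indicating cell lysis. Benchmarks: Clomiphene.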
ARNT TACC3 PPI = disruptors of ARNT/TACC3 protein interaction, primary screen, biochemical, AlphaScreen, single concentration | Transforming acidic coiled-coil-containing protein 3 (Homo sapiens), Q9Y6A5 | AlphaScreen His-ARNT PAS-B/GST-TACC3 binding, luminescence; TACC3 fragment carries E629A point mutation | inhibition, % at 9.99 µM | actives 0.66% (n = 390,000);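 active = mean inhibition of replicates at least 50% and at least half of replicates each reaching 50%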;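 note: 0% = complete ARNT plus TACC3 wells and 100% = ARNT alone without TACC3; many hits fall short of the cut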
An asterisk follows results filed as active; . = no result given; & = joins results of further samples.

No.	Structure	INS-1E GSIS act	PglD DTNB	LGR2 inh	PAX8 reporter	Statin myotox sup	PGC1a acetyl inh	Cneo AK release	ARNT TACC3 PPI
1	COc1cccc(NC(=O)COc2ncnc3sc(C)c(C)c23)c1	.	3	.	.	11	-13	4	21
2	CCC(=O)N1[C@@H]2c3cccc(=O)n3C[C@@H]2[C@@H](CO)[C@@H]1C(=O)NC1CCCCC1	6	1	-9	.	-10	.	-8	1
3	CC(C)(C)c1ccc(OCCCC(=O)NNC(=O)c2ccccc2O)cc1	9	2	0	-32	-2	.	0	0
4	CN1CCN(C(=O)CN2C(=O)CC(C)(C)S(=O)(=O)c3ccccc32)CC1	.	-6	.	.	17	1	0	-4
5	CCc1ccc(-n2c(O)cnc2Nc2nc(C)cc(C)n2)cc1	.	-2	.	-7	-8	2	-1	-2
6	Cc1cc(C)cc(N2CC(O)Cn3c2nc2c3c(=O)[nH]c(=O)n2C)c1 (stereo not drawn)	-2	-6	12	30	7	6	0	10
7	N#Cc1c(-c2ccccc2)nc(SCC(=O)NC2CCCCC2)[nH]c1=O	-26	.	-1	6	.	.	.	-14
8	Cc1ccc(/C=N/NC(=O)c2nnn(-c3nonc3N)c2C(C)C)o1	10	-2	8	-30	1	.	1	5
9	COc1ccccc1-c1noc(-c2ccncc2)n1	6	-3	-24	.	112*	1	1	-26
10	CSc1ccc(/C=C(/NC(=O)c2ccco2)C(=O)N2CCOCC2)cc1	21	-5	11	-7	.	0	-2	-13
11	O=C(Nc1cccc2ncccc12)c1cccc(Br)c1	15	-9	8	-11	5	1	-2	.
12	Cc1ncoc1C(=O)NC1CCCc2c1cnn2-c1ccc(C(C)(C)C)cc1 (stereo not drawn)	-16	-1	10	21	-18	.	-1	2
13	O=C(CSc1nc2cccnc2n1Cc1ccccc1)NC1CCCCC1	.	1	.	11	.	10	2	-4
14	CCCCNC(=O)COc1ccccc1C(=O)c1cc(C#N)c(=O)n(CCOC)c1	.	-2	-10	4	.	-2	1	-3
15	COc1ccc(CCC(=O)NCCOc2ccc(C)cc2)cc1	-22	2	5	4	29	.	0	-9
16	Cc1cccc(NC(=S)/N=C(\N)Nc2nc(C)c3cc(C)ccc3n2)c1	6	4	-5	17	7	-5	-5	-7
17	Cc1ccc(S(=O)(=O)N(C)C[C@@H]2OCCCC[C@@H](C)Oc3ccc(NS(=O)(=O)c4ccc(Cl)cc4)cc3C(=O)N([C@@H](C)CO)C[C@H]2C)cc1	-9	0	11	68*	4	-17	-1	2
18	COCc1cc(C)nc2sc(C(=O)NC3CCCCC3)c(N)c12	7	-1	-14	.	-5	-13	-7	0
19	C[C@H]1CN([C@@H](C)CO)C(=O)CCCn2cc(nn2)CO[C@@H]1CN(C)C(=O)Nc1ccc(N2CCCCC2)cc1	-15&-2	2&-2&0	-20&10	19&8	2&-15&1	8&9&5	1&-2&-7	12&2
20	COc1cccc(OC)c1C(=O)Nc1sc2c(c1C#N)CCC2	2	-4	-4	3	17	0	-1	4
21	O=C(CN1CCc2ccccc2C1)Nc1ccccc1Cl	4	-2	6	-3	-3	13	0	-7
22	Cc1cc(C)nc(SCC(=O)N2CCOCC2)n1	.	-1	.	.	11	5	0	-4
23	CCOC(=O)C1CCN(C(=O)C(C)N(c2ccc(Oc3ccccc3)cc2)S(C)(=O)=O)CC1 (stereo not drawn)	-7	.	17	-1	.	.	.	-3
24	O=C(O)CN1C(=O)C(=O)N(Cc2ccc(C(F)(F)F)cc2)C1=O	-2	-5	-33	-6	-4	.	1	-7
25	COc1cc(NC(=O)COc2ccccc2Cl)ccc1NC(=O)C(C)C	6	-2	1	-25	11	-10	0	-5
26	O=C(CN1CCN(c2ccccn2)CC1)Nc1cccc(S(=O)(=O)N2CCOCC2)c1	-2	4	14	7	-1	-10	-5	5
27	CO[C@H]1CN(C)C(=O)c2ccc(NC(=O)CC(F)(F)F)cc2OC[C@H](C)N(S(=O)(=O)c2cn(C)cn2)C[C@H]1C	8	0	7	-2	3	.	-3	-1
28	Cc1cc(C)n(S(=O)(=O)c2ccc3ccccc3c2)n1	-4	3	4	.	-5	-8	3	-3
29	CC(=O)Nc1ccc(S(=O)(=O)Nc2ccccc2C(=O)N2CCCCCC2)cc1	-2	-6	5	17	7	-1	0	-10
30	Cc1c(NC(=O)C(C)N(c2ccccc2)S(C)(=O)=O)c(=O)n(-c2ccccc2)n1C (stereo not drawn)	3	.	19	8	.	4	.	-7
31	O=[N+]([O-])c1ccc(Cl)c(/C=N/N2CCN(Cc3ccc(Cl)cc3)CC2)c1	.	3	.	.	0	.	0	-2
32	CC(=O)NC1=NC(=O)/C(=C/c2cc(C)n(-c3cccc(C(=O)O)c3)c2C)S1	-12	.	-16	-2	.	7	.	5
33	COc1ccc2c3n([n+]([O-])c2c1)CCN=C3c1ccc(Cl)cc1	24	2	-29	1	-9	-18	-2	-9
34	C[C@@H]1CN([C@H](C)CO)C(=O)c2cc(NC(=O)C3CC3)ccc2O[C@@H]1CN(C)Cc1ccc(-c2ccccc2)cc1	-15	-4	-36	.	-10	-11	25	3
35	C[C@H]1CN([C@@H](C)CO)S(=O)(=O)c2ccc(-c3ccccc3)cc2O[C@H]1CN(C)C(=O)C1CCCCC1	-17	1	1	.	7	-10	2	7
36	CCCNC(=O)c1ccccc1C(=O)NC1(C(=O)NCCC)CCCC1	2	1	2	21	-2	.	2	-8
37	C[C@H]1CN([C@@H](C)CO)C(=O)c2cccc(NC(=O)NC3CCCCC3)c2O[C@H]1CN(C)Cc1ccc(C(=O)Nc2ccccc2N)cc1	-7	7	4	.	35	-14	-2	1
38	CCOC(=O)c1cc(-c2ccccc2)sc1NC(=O)CC(C)C	.	-1	.	10	-19	-1	1	-20
39	CS(=O)(=O)N1CC(=O)N2[C@@H](CO)[C@@H](c3ccc(C#CCC4CCCC4)cc3)[C@@H]2C1	0	.	3	0	.	-5	.	.
40	Cc1ccc2nc(-c3ccc(NS(=O)(=O)c4c(C)n(C)c(=O)n(C)c4=O)cc3)sc2c1	-9	.	-108	-94	.	.	.	-4
41	COc1cc2c(cc1OC)C(C(=O)NC1CC1)C1c3ccccc3CCN1C2=O (stereo not drawn)	4	-1	17	15	15	-4	-2	.
42	COC(=O)c1c(NC(=O)COC(=O)Cn2cnc3ccccc32)sc2c1CCCC2	6	-4	-2	-10	.	.	0	-1
43	Cc1onc(-c2c(F)cccc2Cl)c1C(=O)NCc1ccccc1	35	-1	-1	3	10	.	0	-3
44	O=C(CCN1CCCCC1)N[C@H]1CC[C@@H](CCNS(=O)(=O)c2ccc(Cl)cc2)O[C@H]1CO	8	0	4	15	22	-1	7	10
45	O=C(Nc1ccc2c(c1)OCO2)c1ccc2sc([C@@H]3O[C@H](CO)[C@@H](O)[C@H]3O)nc2c1	2	-3	-10	-152	-10	7	-4	.

Quoted from the listing.
Entry of C[C@H]1CN([C@@H](C)CO)C(=O)c2cccc(NC(=O)NC3CCCCC3)c2O[C@H]1CN(C)Cc1ccc(C(=O)Nc2ccccc2N)cc1 in PGC1a acetyl inh: -14
Entry of CC(=O)NC1=NC(=O)/C(=C/c2cc(C)n(-c3cccc(C(=O)O)c3)c2C)S1 in ARNT TACC3 PPI: 5
Entry of O=[N+]([O-])c1ccc(Cl)c(/C=N/N2CCN(Cc3ccc(Cl)cc3)CC2)c1 in Cneo AK release: 0
Entry of C[C@@H]1CN([C@H](C)CO)C(=O)c2cc(NC(=O)C3CC3)ccc2O[C@@H]1CN(C)Cc1ccc(-c2ccccc2)cc1 in ARNT TACC3 PPI: 3
Entry of C[C@H]1CN([C@@H](C)CO)S(=O)(=O)c2ccc(-c3ccccc3)cc2O[C@H]1CN(C)C(=O)C1CCCCC1 in ARNT TACC3 PPI: 7
Entry of Cc1ccc2nc(-c3ccc(NS(=O)(=O)c4c(C)n(C)c(=O)n(C)c4=O)cc3)sc2c1 in LGR2 inh: -108

Exported with two lines to a compound: entries from further up.
Results follow in this order: INS-1E GSIS act | PglD DTNB | LGR2 inh | PAX8 reporter | Statin myotox sup | PGC1a acetyl inh | Cneo AK release | ARNT TACC3 PPI
#27 CO[C@H]1CN(C)C(=O)c2ccc(NC(=O)CC(F)(F)F)cc2OC[C@H](C)N(S(=O)(=O)c2cn(C)cn2)C[C@H]1C
 : 8 | 0 | 7 | -2 | 3 | . | -3 | -1
#28 Cc1cc(C)n(S(=O)(=O)c2ccc3ccccc3c2)n1
 : -4 | 3 | 4 | . | -5 | -8 | 3 | -3
#29 CC(=O)Nc1ccc(S(=O)(=O)Nc2ccccc2C(=O)N2CCCCCC2)cc1
 : -2 | -6 | 5 | 17 | 7 | -1 | 0 | -10
#30 Cc1c(NC(=O)C(C)N(c2ccccc2)S(C)(=O)=O)c(=O)n(-c2ccccc2)n1C (stereo not drawn)
 : 3 | . | 19 | 8 | . | 4 | . | -7
#31 O=[N+]([O-])c1ccc(Cl)c(/C=N/N2CCN(Cc3ccc(Cl)cc3)CC2)c1
 : . | 3 | . | . | 0 | . | 0 | -2

(cont.)
No.	Structure	INS-1E GSIS act	PglD DTNB	LGR2 inh	PAX8 reporter	Statin myotox sup	PGC1a acetyl inh	Cneo AK release	ARNT TACC3 PPI
46	C[C@@H]1CCCCO[C@@H](CN(C)CC2CC2)[C@H](C)CN([C@H](C)CO)C(=O)c2cc(NC(=O)Nc3cccc4ccccc34)ccc2O1	-12	-4	-11	4	.	20	2	4
47	O=C(COC(=O)C1CCC1)Nc1cc(S(=O)(=O)N2CCOCC2)ccc1Cl	2	-1	-14	-2	0	4	-2	.
48	Cc1oc2cc3oc(=O)c(CCC(=O)NCc4ccccn4)c(C)c3cc2c1C	.	1	.	.	2	6	0	-1
49	CCNc1ncnc2c1cnn2C1CCCCO1 (stereo not drawn)	20	5	-1	-36	-4	6	-1	6
50	O=C(CC1Oc2ccccc2NC1=O)NCc1ccc(Cl)cc1 (stereo not drawn)	38	-5	7	11	20	2	0	9
51	N#Cc1ccccc1S(=O)(=O)N1CCN(CC(O)c2ccccc2)CC1 (stereo not drawn)	2	.	6	16	.	2	.	18
52	C[C@@H]1CCCCO[C@H](CN(C)C(=O)CCC(F)(F)F)[C@H](C)CN([C@@H](C)CO)C(=O)c2cc(NC(=O)CCCCCC(=O)Nc3ccccc3N)ccc2O1	5	44	36	33	.	-6	-5	1
53	CC(C)OC(=O)c1cccc(C(=O)O)n1	1	0	5	-12	.	-3	2	.
54	O=C(C[C@@H]1CC[C@@H]2[C@H](COC[C@@H](O)CN2C(=O)c2ccc(F)cc2)O1)NCCCN1CCOCC1	12	3	2	13	-9	3	1	-5
55	COc1cccc(/C=c2\s/c(=C\C(=O)C(C)(C)C)[nH]c2=O)c1	-10	.	0	-4	.	9	.	-12

Three compounds out of the list, ordered by heavy-atom count, descending.
No.	Structure	INS-1E GSIS act	PglD DTNB	LGR2 inh	PAX8 reporter	Statin myotox sup	PGC1a acetyl inh	Cneo AK release	ARNT TACC3 PPI
52	C[C@@H]1CCCCO[C@H](CN(C)C(=O)CCC(F)(F)F)[C@H](C)CN([C@@H](C)CO)C(=O)c2cc(NC(=O)CCCCCC(=O)Nc3ccccc3N)ccc2O1	5	44	36	33	.	-6	-5	1
47	O=C(COC(=O)C1CCC1)Nc1cc(S(=O)(=O)N2CCOCC2)ccc1Cl	2	-1	-14	-2	0	4	-2	.
50	O=C(CC1Oc2ccccc2NC1=O)NCc1ccc(Cl)cc1 (stereo not drawn)	38	-5	7	11	20	2	0	9

From PubChem
